Bioassay records: PubChem BioAssay, National Center for Advancing Translational Sciences (NCATS)
IDH1 R132H inh: human IDH1 R132H inhibition | AID 602179 | O75874 | 390,000 compounds, 0.093% hits | IDH1-R132H enzyme, NADPH consumption, diaphorase/resazurin fluorescence | Potency, µM (titrated, usually from 76.6 µM), inactives show at the highest dose activity change, negative = inhibition, actives largely listed as inhibitors; also: potency is read from the fitted curve at half-maximal effect; % is scaled to controls: 0 for no effect and ±100 for the full control effect; nearly all actives have a fitted effect of over 65% in size
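IDH1-R132H (0.5 ug/mL) preincubated 30 min with compound, then NADPH (0.016 mM) and alpha-KG (2 mM) added; 80 min at RT, pH 7.5. Remaining NADPH coupled via diaphorase/resazurin to fluorescence (540/590 nm); concentration-response curves normalized to no-enzyme control.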
GLS inh: blocks human kidney-isoform glutaminase activity; O94925; GLS enzymatic activity, qHTS titration; Potency, µM (titrated, usually from 45.5 µM), without a hit: at the highest dose activity change, negative = inhibition, most hits filed as inhibitors; 410,000 compounds, 0.21% hits; AID 624170; also: potency is read from the fitted curve at half-maximal effect; % is scaled to controls: 0 for no effect and ±100 for the full control effect
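Read-out is an Amplex red fluorescence increase coupled through glutamate oxidase and HRP, measured before and after 30 min room-temperature incubation. hKGA is in 45 mM KH2PO4 (pH 8.2) with 0.02% Tween-20; glutamine added as 1mM solution.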
HP1b chromo inh: blocks HP1-beta chromodomain binding to methylated histone tails | Potency, µM (highest dose often 114 µM), inactives show top-dose activity change, negative = inhibition, hits mostly inhibitors | AlphaScreen HP1-beta / biotin-H3K9me3 peptide binding | 390,000 compounds, 0.56% hits | AID 540317 | P83916; also: potency is read from the fitted curve at half-maximal effect; nearly all actives have a fitted effect of over 70% in size; inactives centre near 23
Target sequence (P83916 whole entry, looked up): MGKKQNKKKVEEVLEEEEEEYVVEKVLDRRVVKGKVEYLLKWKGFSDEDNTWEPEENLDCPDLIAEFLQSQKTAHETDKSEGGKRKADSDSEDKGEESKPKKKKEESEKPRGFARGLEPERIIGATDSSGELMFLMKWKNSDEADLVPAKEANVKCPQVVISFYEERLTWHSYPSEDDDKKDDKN
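AlphaScreen: HP1-beta (50 nM) preformed 30 min with biotin-H3(1-18)K9me3 peptide (50 nM) in PBS pH 7.4, 0.01% Tween-20. Compound added for 30 min at RT, then streptavidin donor/nickel chelate acceptor beads (10 ug/mL) for 30 min.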
PI4K2A block: PI4K2A (human) kinase inhibition; activity change, negative = inhibition, % at 76.9 µM; 420,000 compounds, 0.13% hits; Q9BTU6; AID 1346378; purified PI4K2A, ADP-Glo luminescence, 1 h; hits give low values; in the data active = activity change below about -50%; inconclusive = mostly about -30% to -49%;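 also: -100% = wells without enzyme as full effect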
Target sequence (Q9BTU6 whole entry, looked up): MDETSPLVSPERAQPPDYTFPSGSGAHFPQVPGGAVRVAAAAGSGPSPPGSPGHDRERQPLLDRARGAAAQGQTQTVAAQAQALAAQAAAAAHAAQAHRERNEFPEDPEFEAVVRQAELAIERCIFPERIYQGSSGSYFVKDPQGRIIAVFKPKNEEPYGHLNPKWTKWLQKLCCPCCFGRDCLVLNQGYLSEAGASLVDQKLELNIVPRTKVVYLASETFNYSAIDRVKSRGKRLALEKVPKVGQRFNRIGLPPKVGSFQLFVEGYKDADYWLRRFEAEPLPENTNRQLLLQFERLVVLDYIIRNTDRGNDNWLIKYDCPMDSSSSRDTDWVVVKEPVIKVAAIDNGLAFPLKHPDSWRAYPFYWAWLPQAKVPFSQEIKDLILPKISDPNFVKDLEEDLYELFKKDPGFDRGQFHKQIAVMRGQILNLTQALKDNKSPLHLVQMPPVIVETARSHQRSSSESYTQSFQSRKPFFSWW
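In this quantitative HTS, ADP production by PI4K2A was quantified luminescently after 1 h at ambient temperature; 100 microM adenosine served as plate-quality control.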
USP1-UAF1 inh: USP1/UAF1 (human) deubiquitinase inhibition. recombinant USP1/UAF1, Ub-Rhodamine cleavage fluorescence. Potency, µM (highest dose often 57.1 µM), for inactives: at the top dose activity change, negative = inhibition, actives largely listed as inhibitors. 390,000 compounds, 0.23% hits; also: potency is read from the fitted curve at half-maximal effect; % is scaled to controls: 0 for no effect and ±100 for the full control effect; nearly all actives have a fitted effect of over 60% in size; inactives centre near -12
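USP1/UAF1 complex at 1 nM was preincubated with compound for 15 min at room temperature, then Ub-Rho substrate (150nM final) was added. Fluorescence (480/540 nm) was read kinetically, 6 reads every 60 seconds.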
TrxR1 substrate: is turned over as a substrate by rat TrxR1 | O89049 | purified TrxR1 substrate turnover, NADPH consumption readout | Potency, µM (titrated, usually from 114 µM), inactives show at the highest dose activity change, negative = substrate turnover | 390,000 compounds, 0.01% hits | AID 588456; also: potency is read from the fitted curve at half-maximal effect; % is scaled to controls: 0 for no effect and ±100 for the full control effect; nearly all actives have a fitted effect of over 50% in size
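Rat TrxR1, dispensed at 90 nM, was prereduced with 400 uM NADPH (final) for 5 min at ~22 deg C, then incubated with compound 15 min before 400 uM selenite. A first-read NADPH fluorescence drop versus no-compound background flagged substrates.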
rTrxR1 inhibitor: inhibitors of rat thioredoxin reductase 1. recombinant rTrxR1, NADPH fluorescence consumption, selenite substrate. 390,000 compounds, 1% hits. Potency, µM (highest dose often 114 µM), inactives show at the highest dose activity change, negative = inhibition, usual class: inhibitors. AID 588453. O89049; also: potency is read from the fitted curve at half-maximal effect; % is scaled to controls: 0 for no effect and ±100 for the full control effect; nearly all actives have a fitted effect of over 65% in size
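Rat TrxR1 (90 nM in the dispensed reagent) was pre-reduced with 400 uM NADPH for 5 min at room temperature, then incubated with compound for 15 min. After 400 uM selenite was added, NADPH fluorescence (Ex 340/Em 450 nm) was followed for 8 min.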
Pin1 inhibitor: human Pin1 inhibition; Potency, µM (doses to about 115 µM), inactives show top-dose activity, negative = inhibition, hits mostly inhibitors; Pin1 FP peptide displacement, HiFluor488, 10 min; 390,000 compounds, 0.009% hits; Q13526; active = well fitted inhibition curve with a large enough effect in the polarisation, with a control signal flat, not every such curve was filed as active; inconclusive = small, poorly fitted or top-dose-only effect, or effect the other way, or a change in a side signal; inactive = no such curve, though single readings can be large or run the other way; the % refers to the polarisation; also: potency is read from the fitted curve at half-maximal effect; % is scaled to controls: 0 for no effect and ±100 for the full control effect
Target sequence (Q13526 whole entry, looked up): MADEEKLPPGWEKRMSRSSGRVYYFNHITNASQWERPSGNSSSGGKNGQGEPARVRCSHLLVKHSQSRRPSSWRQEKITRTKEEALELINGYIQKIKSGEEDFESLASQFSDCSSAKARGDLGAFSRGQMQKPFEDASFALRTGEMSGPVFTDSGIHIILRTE
Tb PGK inh: T. brucei PGK inhibition | P07378 | PGK/GAPDH coupled, Kinase-Glo luminescence, 60 min | Potency, µM (highest dose often 57.5 µM), for the others: at the highest dose activity change, negative = inhibition, most hits filed as inhibitors | 380,000 compounds, 0.043% hits | AID 602233; also: potency is read from the fitted curve at half-maximal effect; % is scaled to controls: 0 for no effect and ±100 for the full control effect; nearly all actives have a fitted effect of over 60% in size
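Recombinant glycosomal PGK reaction used 1,3-bisphosphoglycerate generated in-well by GAPDH (100nM final) in 100mM TEA pH 7.6, 5mM MgCl2, 0.01% Tween-20. After 60 minutes at room temperature, ATP was read by Kinase-Glo Plus luminescence end-point.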
* hit, by the source's call; i = inactive; ? = inconclusive; . = not tested or not shown; [ ] = dose if it differs, or a comment. Unless noted, calls follow the shape of the dose curve; as a rule, active = well fitted curve in the direction sought with a large enough effect; inconclusive = small, poorly fitted or top-dose-only effect, or another doubt; inactive = no such curve, though single readings can be large; an effect the other way counts as inactive or inconclusive. The list is partial. The share of hits here may be higher or lower than overall.

SMILES	IDH1 R132H inh	GLS inh	HP1b chromo inh	PI4K2A block	USP1-UAF1 inh	TrxR1 substrate	rTrxR1 inhibitor	Pin1 inhibitor	Tb PGK inh
COc1cccc(NC(=O)Cn2c(=O)c3cccn3c3ccc(F)cc32)c1	-14%	-4%	39%	1	1%	-1%	32%	21%	-3%
N#CC1c2ccccc2-c2ccccc2N1C(=O)c1ccccc1 (stereo unspecified)	-2%	4%	.	7	-8%	.	.	.	0%
O=C(CN1C(=O)CCS(=O)(=O)c2ccccc21)Nc1ccccc1F	-8%	-6%	28%	1	-22%	4%	9%	-6%	-8%
CC(Nc1cccc(F)c1)C(=O)Nc1ccc(S(N)(=O)=O)cc1 (stereo unspecified)	2%	5%	18%	2	-18%	10%	13%[57.1 µM]	-3%	-8%
NC(N)=N/N=C/c1ccc(Cl)c([N+](=O)[O-])c1	11%	0%	16%	1	-1%	-16%[57.1 µM]	9%[57.1 µM]	-6%	i
CCCNC(=O)C1CCN(Cc2cc3ccccc3n2Cc2ccccc2)CC1	3%	8%	-8%	5	-17%	-5%[57.1 µM]	0%[57.1 µM]	-2%	-3%
Cc1cc2n(n1)C(c1ccsc1)Nc1ccccc1-2 (stereo unspecified)	6%	-4%	200%[activator]	4	-22%	20%	-6%	33%[activator]	4%
O=C(Cn1c(=O)c2cccn2c2cccnc21)N1CCN(c2ccccc2F)CC1	-2%	-10%	41%[activator]	-4	-30%	0%	2%	14%	-7%
Cc1[nH]n(-c2ccccc2)c(=O)c1CCOC(=O)c1cccc(C(F)(F)F)c1	13%	2%	15%	-2	-18%	2%	-3%	-9%	i
Cc1cccc(N2CCN(C(=O)CS(=O)(=O)Cc3nc(-c4ccccc4C)oc3C)CC2C)c1 (stereo unspecified)	15%	11%	1%	-1	-20%	6%	28%	4%	-2%
CCN(CCCNC(=O)CN1N=C(c2ccccc2)CCC1=O)c1ccccc1	20%	26%	5%	-10	5%	3%[57.1 µM]	10%[57.1 µM]	-9%	-9%
N#CC(C(=O)c1ccccc1Cl)=C1SCCCS1	-1%	-1%	-10%	-1	-14%	-10%[57.1 µM]	-7%[57.1 µM]	-8%	-3%
COc1ccc(-c2[nH]ncc2CN2C[C@@H]3CCC[C@H]2C3)c(F)c1	-2%	3%	15%	4	-17%	13%[57.1 µM]	30%[57.1 µM]	-2%	i
CCN(C(=O)CSc1nnc(-c2ccc(C)cc2)n1N)c1c(N)n(Cc2ccccc2)c(=O)[nH]c1=O	1%	-6%	24%	0	-23%	1%	0%	4%	-9%
CN(Cc1cnccn1)C(=O)CC1C(=O)NCCN1Cc1ccc(F)cc1Cl (stereo unspecified)	7%	6%	19%	2	1%	-11%	?	-17%	0%
COc1ccccc1NC(=O)c1cc2c(s1)-c1ccccc1S(=O)(=O)C2	-4%	-2%	18%	1	-13%	9%	14%	1%	-3%
O=C(Nc1nnc(CCS(=O)(=O)c2ccc3ccccc3c2)s1)c1ccc([N+](=O)[O-])cc1	2%	9%	26%	-1	-17%	7%	18%	-3%	-2%
COc1ccc(N=C2SC(C(=O)O)CC(=O)N2C)cc1 (stereo unspecified)	6%	2%	28%	1	-23%	0%	3%	-10%	-11%
c1ccc(-n2nnnc2-c2cccc3ccccc23)cc1	11%	7%	39%	-1	-7%	-4%	5%	-3%	1%
CCOC(=O)C1CCN(CC(=O)Nc2cc(C)nn2-c2nc3ccccc3s2)CC1	5%	-3%	43%[activator]	2	-9%	-3%[57.1 µM]	8%[57.1 µM]	-5%	-7%
COCCSc1ccccc1C(=O)Nc1ccc2c(c1)OCCO2	6%	2%	59%[activator]	4	-1%	0%	10%	5%	-1%
CCOc1ccccc1N(C)S(=O)(=O)c1ccc2[nH]cc(C(=O)N(CCOC)CCOC)c(=O)c2c1	-5%	-10%	54%[activator]	7	-14%	11%	15%	-6%	-8%
COc1ccc(CCNc2nc(SCc3cccc(Cl)c3)nc3ccccc23)cc1OC	-8%	-7%	-6%	-17	?	2%[57.1 µM]	22%[57.1 µM]	-5%	-5%
Cc1ccc(S(=O)(=O)N(C)C)cc1NC(=O)c1ccncc1	-5%	7%	22%	-1	2%	-8%	3%	-5%	-9%
Cc1nc2nc(-c3cccnc3)nn2c(C)c1Cl	10%	0%	41%[activator]	-4	-11%	0%	1%	5%	-16%
CC(=O)c1cccc(-n2nnnc2SCC(=O)Nc2cc(C)on2)c1	-1%	-5%	54%[activator]	2	-13%	-5%[57.1 µM]	-4%[57.1 µM]	?	-9%
CCn1c(SCC(=O)NCc2ccco2)nc2ccccc2c1=O	-3%	-2%	22%	-4	-16%	1%	11%	?	-4%
CCOC(=O)C1CCCN(c2c(C(=O)c3ccccc3)cnc3ccc(F)cc23)C1 (stereo unspecified)	-5%	-11%	-3%	3	-20%	-2%	18%	-1%	i
O=C(Nc1ccncc1)c1cc(S(=O)(=O)N2CCN(c3ccccc3)CC2)ccc1Cl	0%	2%	-12%	-1	-15%	-2%	5%	27%	-2%
O=C(NNS(=O)(=O)c1ccc(F)cc1)c1ccc(S(=O)(=O)N2CCCCC2)cc1	0%	-22%	11%	13	-15%	-1%[57.1 µM]	17%[57.1 µM]	0%	-6%
O=C1N/C(=C/c2ccc(N3CCCC3)cc2)C(=O)N1c1ccccc1	2%	-1%	24%	3	-19%	-2%	7%	34%[activator]	i
Brc1ccccc1CN1CCC(Cc2ccccc2)CC1	4%	-7%	-35%	-3	-2%	-2%	-3%[57.1 µM]	3%	-4%
Cc1nc2ccc(S(=O)(=O)Nc3cc(-c4nc5cccnc5s4)ccc3C)cc2s1	-5%	0%	27%	-3	-18%	5%[57.1 µM]	1%[57.1 µM]	52%[activator]	-6%
COc1ccc(-c2csc3ncnc(N4CCN(c5ccc(OC)cc5)CC4)c23)cc1	4%	19%	?	-4	-17%	7%	20%	5%	-3%
CS(=O)(=O)c1ccc(Cl)c(NC(=O)COC(=O)/C=C/c2cnc3ccccc3n2)c1	2%	3%	104%[activator]	-3	-14%	5%	20%	5%	i
CNC(=O)CCc1nc(-c2ccc(C(C)(C)C)cc2)no1	7%	-2%	51%	-5	-22%	-3%	3%[57.1 µM]	-2%	i
Cc1cccc(C(=O)NCCc2nc3ccccc3n2CCC(C)C)c1	.	1%	54%[activator]	1	-20%	-8%	-9%	-1%	.
Cc1cccc(N2C(N)=NC(N)=NC23CCCCC3)c1	5%	?	1%	-8	-1%	-11%	-9%	24%	-4%
Cc1cccc(S(=O)(=O)c2c(N)n(Cc3ccco3)c3nc4ccccc4nc23)c1	-5%	7%	45%[activator]	-9	-13%	118%[activator]	?	?	0%
Cc1cc(C(=O)CN2C(=O)NC3(CCCCC3)C2=O)c(C)n1-c1ccc2c(c1)OCO2	7%	67%[activator]	?	1	-11%	-8%[57.1 µM]	-10%[57.1 µM]	-3%	-1%
O=C(NCC1CCN(c2ccc(S(=O)(=O)N3CCOCC3)cc2)CC1)c1ccc(Cl)cc1	3%	9%	25%	5	-16%	6%	7%	13%	1%
COc1ccc(C2c3c4c(n(C)c3CCN2C)CCN(C)C4c2ccc(OC)cc2)cc1 (stereo unspecified)	2%	27%	-6%	-1	-12%	-5%	31%[activator]	3%	-8%
CC1=C(C#N)C(Nc2cccc(C)n2)(C(F)(F)F)C(=O)N1 (stereo unspecified)	3%	0%	26%	0	-10%	5%	11%	0%	-5%
N=c1n(Cc2ccc(Cl)cc2)c2ccccc2n1CC(O)c1ccco1 (stereo unspecified)	-3%	2%	-8%	1	-11%	0%	-6%	?	11%
CN(C)c1ccc(NC(=O)c2ccc(Cn3cc([N+](=O)[O-])cn3)cc2)cc1	8%	14%	45µM*	-6	-29%	-1%	7%	24%	i
O=C(COc1ccccc1[N+](=O)[O-])OC1CCS(=O)(=O)C1 (stereo unspecified)	-2%	-2%	24%	2	-13%	-3%[57.1 µM]	5%[57.1 µM]	-1%	i
COc1ccc(-c2nnn(CCc3nn[nH]n3)n2)cc1OC	11%	0%	37%	0	-16%	9%	17%	-9%	-6%
O=C1CS(=O)(=O)C2(C(=O)N(Cc3ccccc3)c3ccccc32)N1c1ccc(F)c(Cl)c1 (stereo unspecified)	1%	-5%	25%	3	?	2%	36%	49%[activator]	-5%
Cc1nc(C(F)(F)F)ccc1C(=O)N1CCCCC1	-1%	-3%	2%	3	?	7%	8%[57.1 µM]	2%	1%
CN1C(=C2C(=O)OC(C)(C)OC2=O)Sc2ccccc21	0%	0%	29%	-1	-13%	0%	6%	-6%	.
O=C(O)c1ccc(N2C(=O)CC(N3CCN(c4cccc(C(F)(F)F)c4)CC3)C2=O)cc1 (stereo unspecified)	5%	-4%	91%[activator]	3	-21%	8%	10%	0%	-3%
O=C(N/N=C/c1ccncc1)c1cccc(N/N=C/c2ccncc2)c1	-2%	5%	-6%	3	-13%	-4%	11%[57.1 µM]	5%	i
CCC/C(=N\NC(=O)CNC(=O)c1ccc(Cl)cc1)c1ccccc1	-9%	2%	14%	18	-9%	4%[57.1 µM]	3%[57.1 µM]	-3%	-7%
